Eya2 phos inh: inhibitors of human Eya2 phosphatase activity; 330,000 compounds, 0.006% hits; O00167; recombinant Eya2, OMFP fluorescence dephosphorylation (OMFP is methylfluorescein phosphate); Potency, µM (doses to about 76.9 µM), for the others: at the highest dose activity, negative = inhibition, most hits filed as inhibitors; further: potency means the concentration at half of the fitted maximal effect; on the % scale 0 is the no-effect control and ±100 the full control effect
Target sequence (O00167 whole entry, looked up): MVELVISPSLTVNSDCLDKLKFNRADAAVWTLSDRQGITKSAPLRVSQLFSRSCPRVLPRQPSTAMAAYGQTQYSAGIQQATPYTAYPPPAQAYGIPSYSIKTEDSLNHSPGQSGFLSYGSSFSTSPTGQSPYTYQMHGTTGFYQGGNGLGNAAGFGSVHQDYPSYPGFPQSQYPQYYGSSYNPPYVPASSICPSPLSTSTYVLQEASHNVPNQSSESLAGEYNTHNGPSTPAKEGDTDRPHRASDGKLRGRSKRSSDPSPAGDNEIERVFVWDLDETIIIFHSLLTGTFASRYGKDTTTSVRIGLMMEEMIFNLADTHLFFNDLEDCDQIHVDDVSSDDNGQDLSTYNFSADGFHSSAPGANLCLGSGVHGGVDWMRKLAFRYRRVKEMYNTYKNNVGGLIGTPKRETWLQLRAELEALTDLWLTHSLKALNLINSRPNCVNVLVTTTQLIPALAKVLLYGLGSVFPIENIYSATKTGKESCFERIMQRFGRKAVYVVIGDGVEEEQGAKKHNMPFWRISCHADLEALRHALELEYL
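Eya2 protein (added as 0.2 uM solution) was preincubated with compound for 10 min at ambient temperature in 50 mM HEPES pH 7.5, 50 mM NaCl, 5 uM MgCl2, 0.05% BSA, 1 mM DTT. OMFP (added at 50 uM) then reacted 10 min; fluorescence read at 485/525 nm.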
p53 reactivation: mutant p53 re-activation in reporter cells; H1299 p53-A138V BP100-luciferase reporter, luminescence, 24 h; Potency, µM (doses to about 92.2 µM), without a hit: top-dose activity change, positive = activation, actives largely listed as activators; 320,000 compounds, 0.063% hits; AID 504706; further: potency means the concentration at half of the fitted maximal effect; % of control where 0% means no effect; nearly all actives have a fitted effect of over 45% in size
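H1299 (p53-null), stable ts p53-A138V + BP100-Luc; 1000 cells/well, Opti-MEM/10% FBS; cpd 4 pt, 1:5; 24 h, 37 deg C, 5% CO2; detection reagent 10 min RT; luminescence.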
Integrin act MD: integrin-mediated muscular dystrophy alleviation activation; alpha7betagal myoblasts, beta-gal FDG fluorescence, 48 h; Potency, µM (doses to about 38.3 µM), for inactives: at the top dose activation, hits mostly activators; 350,000 compounds, 0.064% hits;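 further: potency means the concentration at half of the fitted maximal effect; 100% = response of the positive control SU9516; nearly all actives have a fitted effect of over 60% in size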
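Alpha7betagal+/- myoblasts (passage 13) were plated 16-24 hr, then exposed to compounds (1:260 dilution of DMSO stock) for 48 hours at 37C. After MPER lysis, β-galactosidase reporter activity was read as FDG fluorescence (ex 480/em 540) after 30 minutes.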
USP2a inh: blocks human ubiquitin-specific protease USP2a. AID 463254. Potency, µM (top dose mostly 38.3 µM), without a hit: top-dose activity change, negative = inhibition, most hits filed as inhibitors. 330,000 compounds, 0.01% hits. USP2 core, Ub-CHOP2 coupled fluorogenic reporter, 485/531;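 further: potency means the concentration at half of the fitted maximal effect; plate controls were DMSO wells for no effect and full inhibition by NEM control for full effect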
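Cell-free coupled assay: 10nM USP2 core preincubated 30min RT with compound in Tris-HCl pH 8.0/CaCl2/CHAPS buffer, then 25nM Ub-CHOP2 and 25nM reporter substrate; fluorescence (Ex 485/Em 531) read after 60min RT, normalized to NEM inhibition, concentration-response curves fitted.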
uPA generation: cell surface uPA generation inhibition; cell surface uPA generation assay, qHTS; Potency, µM (series often up to 38.3 µM), inactives show at the top dose activity change, negative = inhibition, usual class: inhibitors; 330,000 compounds, 0.31% hits; AID 540303; active means well fitted inhibition curve with a large enough effect; inconclusive means small, poorly fitted or top-dose-only effect; inactive means no such curve, though single readings can be large or run the other way; tested in mouse RAW 264.7 cells; further: potency means the concentration at half of the fitted maximal effect; on the % scale 0 is the no-effect control and ±100 the full control effect; nearly all actives have a fitted effect of over 55% in size
TSG101-PTAP inh: blocks PTAP/TSG101 interaction to inhibit HIV-1 budding; Q99816; Fluorescence polarization, FITC-PTAP peptide / Tsg101 binding; Potency, µM (highest dose often 115 µM), for the others: at the highest dose activity change, negative = inhibition, usual class: inhibitors; 340,000 tested, under 10 active; active means well fitted inhibition curve with a large enough effect in the main read-out, with a control signal flat, not every such curve was filed as active; inconclusive means small, poorly fitted or top-dose-only effect, or effect the other way, or a change in a side signal; inactive means no such curve, though single readings can be large or run the other way; further: potency means the concentration at half of the fitted maximal effect; % of control where 0% means no effect
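Fluorescence anisotropy tracks displacement of a FITC-tagged PTAP peptide (50 nM) from the Tsg101 binding domain (10 uM), following a 20 min room-temperature incubation at pH 7.5.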
B2AR arrestin: recruits beta-arrestin to the human beta2-adrenergic receptor; P07550; AID 492947; Potency, µM (series often up to 46.1 µM), for the others: top-dose activation, usual class: activators; beta-arrestin recruitment to beta2AR, cell-based reporter; 330,000 compounds, 0.02% hits;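 further: potency means the concentration at half of the fitted maximal effect; 0% = DMSO controls and full agonism = EC100 isoproterenol or metaproterenol; nearly all actives have a fitted effect of over 65% in size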
BRCA1 expr up: activators of BRCA1 expression. MCF7-BRCA1-FFLuc reporter, luminescence, 48 h; response scale: scaled: vehicle 0%, 10 µM genistein 100%. Potency, µM (highest dose often 46.1 µM), for inactives: at the highest dose activation, most hits filed as activators. 380,000 compounds, 1.1% hits. AID 624202; further: potency means the concentration at half of the fitted maximal effect; nearly all actives have a fitted effect of over 80% in size; some results filed as inactive show a strong effect at the top dose
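Cells: MCF7-BRCA1-FFLuc, 2000/well. Exposure: 48 h, 37 °C, 5% CO2. Read: luminescence, 15 min post-substrate. Controls: genistein 10 microM (maximal activation), DMSO (neutral).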
TRPV1 agonist: human TRPV1 agonism | Q8NER1 | TRPV1-expressing cells, Fluo-8 calcium influx, agonist mode | activation, % at 8.33 µM | 320,000 compounds, 0.19% hits; in the data active means activation above about 80%; inconclusive means between about 30% and that limit; further: 0% is about no effect
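Fluo-8 calcium influx in TRPV1-expressing cells, kinetic read (ex 480/em 520 nm). Compound added and read 3 min for agonist activity, followed by capsaicin at EC20 final and 2 min further read for enhancement.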
ASM inhibitor: inhibitors of human secretory acid sphingomyelinase | P17405 | placental ASM, HMU-PC fluorogenic substrate, 60 min | Potency, µM (top dose mostly 57.5 µM), inactives show top-dose activity change, negative = inhibition, actives largely listed as inhibitors | 340,000 compounds, 0.006% hits | AID 504937; further: potency means the concentration at half of the fitted maximal effect
Target sequence (P17405 47-631 limits assumed): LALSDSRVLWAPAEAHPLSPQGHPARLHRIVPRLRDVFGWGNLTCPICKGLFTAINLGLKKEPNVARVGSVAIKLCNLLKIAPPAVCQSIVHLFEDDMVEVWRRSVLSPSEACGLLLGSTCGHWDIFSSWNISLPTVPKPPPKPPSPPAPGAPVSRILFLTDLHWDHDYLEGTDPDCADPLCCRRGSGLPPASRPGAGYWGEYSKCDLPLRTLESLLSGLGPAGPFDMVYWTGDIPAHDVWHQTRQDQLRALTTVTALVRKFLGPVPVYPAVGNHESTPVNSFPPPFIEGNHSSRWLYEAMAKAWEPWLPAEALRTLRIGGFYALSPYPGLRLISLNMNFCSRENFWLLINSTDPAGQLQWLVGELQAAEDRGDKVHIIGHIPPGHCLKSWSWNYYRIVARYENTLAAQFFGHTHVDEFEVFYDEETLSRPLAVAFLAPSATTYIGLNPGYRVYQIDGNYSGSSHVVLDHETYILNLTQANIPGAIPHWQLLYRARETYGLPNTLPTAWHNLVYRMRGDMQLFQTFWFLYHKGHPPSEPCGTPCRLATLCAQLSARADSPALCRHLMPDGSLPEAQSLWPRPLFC
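Fluorogenic HMU-PC substrate (9 uM final) is turned over by placental ASM in 60 min at 37 C after a 10 min compound preincubation. Reaction ended by alkaline stop (pH 10), with fluorescence read at 386/447 nm.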
ELG1 genotox: genotoxicity induction in ELG1-luciferase HEK293T cells. HEK293T ELG1-luciferase reporter, luminescence, 16 h. Potency, µM (titrated, usually from 46 µM), for inactives: top-dose activity change, positive = activation, most hits filed as activators. 330,000 compounds, 1.3% hits. AID 504466; further: potency means the concentration at half of the fitted maximal effect; % of control where 0% means no effect; nearly all actives have a fitted effect of over 60% in size
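After overnight (16 hr) compound treatment at 37 °C, ELG1-luciferase HEK293T cells were lysed with ONE-Glo; luminescence quantified 30 min later at room temperature.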
Active calls of the source: *; ? = inconclusive; . = not tested or not shown; [ ] = dose if it differs, or a comment. Unless noted, the call rests on the fitted dose curve; in most records, active means well fitted curve in the direction sought with a large enough effect; inconclusive means small, poorly fitted or top-dose-only effect, or another doubt; inactive means no such curve, though single readings can be large; an effect the other way counts as inactive or inconclusive.

Order of results: Eya2 phos inh	p53 reactivation	Integrin act MD	USP2a inh	uPA generation	TSG101-PTAP inh	B2AR arrestin	BRCA1 expr up	TRPV1 agonist	ASM inhibitor	ELG1 genotox
> Cc1cn2c(=O)c(C(=O)N3CCN(c4ccccc4Cl)CC3)cnc2s1
 : 5.1%	-0.9%	9.3%	1.5%	-2.1%	-2.5%	-0.1%	-14.8%	?	-0.8%	1.4%
> CCN(CC)c1ccc(NC(=O)CN2CCN(CC(=O)Nc3ccccc3F)CC2)cc1
 : -11.6%	-7.1%	-10.9%	3.1%	-4.9%	-3.0%	-0.3%	-2.0%	-13.4	-2.6%	0.7%
> Cc1ccc(S(=O)(=O)Nc2ccccc2N2CCOCC2)cc1
 : 5.7%	-11.4%	0.0%	1.1%	-4.9%	-1.4%	-0.3%	-39.7%	6.4	-1.7%	-8.6%
> CC(C)CC(CCc1ccccc1)OS(N)(=O)=O (centres undefined)
 : -1.8%	12.6%	-10.9%	-0.7%	-2.1%	-10.6%	-1.0%	9.4%	5.3	-0.8%	-0.9%
> CC(C)(C)c1cc(C(=O)N/N=C/c2ccccn2)n[nH]1
 : -1.1%	8.9%	18.6%	0.9%	-18.3%	-7.5%	-0.6%	27.1%	-1.9	2.2%	5.6%
> CS(=O)(=O)Nc1cccc(C2=NN(S(=O)(=O)c3ccccc3)C(c3ccco3)C2)c1 (centres undefined)
 : -2.0%	0.9%	-11.1%	2.2%	30.5%[activator]	-1.8%	0.0%	0.5%	26.0	-0.2%	-0.1%
> Cn1c(SCC(=O)Nc2ccc3c(c2)OCCO3)nnc1-c1cccnc1
 : -10.4%	-6.4%	19.1%	0.1%	-0.7%	-0.1%	0.1%	-6.0%	-2.5	8.9%	4.4%
> Cc1c(C)n(C)c2ccc(C(=O)NCCCN3CCCCC3C)cc12 (centres undefined)
 : -14.5%	3.3%	-33.5%	2.3%	-4.3%	-1.0%	0.6%	-4.1%	0.8	2.4%	-0.3%
> COc1ccc(N=C(C)c2sc3ccccc3c2O)cc1
 : -2.3%	?	7.4%	-0.8%	0.7%	-4.5%	3.7%	5.01µM*	18.7	-1.4%	2.31µM*
> O=C(NC1CCCCC1)C(c1cccs1)N(Cc1cccs1)C(=O)c1cccs1 (centres undefined)
 : -2.0%	-1.3%	-7.1%	3.6%	-4.5%	4.9%	-0.7%	-29.5%	15.1	-7.8%	-8.3%
> CN(Cc1ccncn1)C(=O)C1CCC(=O)N(Cc2cccc(C(F)(F)F)c2)C1 (centres undefined)
 : -16.2%	-8.6%	?	0.9%	5.9%	-0.9%	-0.4%	1.4%	2.1	3.8%	2.2%
> CCOc1ccc(S(=O)(=O)Nc2cccnc2)cc1
 : 1.4%	0.2%	-16.0%	2.2%	1.0%	-9.1%	-1.0%	0.0%	-1.2	2.3%	-4.0%
> O=C(C1CCN(S(=O)(=O)c2cccc3cccnc23)CC1)N1CCN(c2ccccn2)CC1
 : -1.9%	-2.6%	-18.5%	2.1%	-4.3%	-6.8%	-0.5%	-9.3%	3.1	0.7%	-4.3%
> COc1ccc(CNc2ncnc(N)n2)cc1
 : 3.2%	1.2%	0.4%	5.0%	-10.1%	-3.0%	0.0%	-43.3%	-3.7	3.0%	13.4%
> CCN(Cc1ccccc1)C(=O)Cn1c(=O)oc2ccccc21
 : -1.1%	15.9%	9.6%	0.9%	-5.8%	-1.6%	-1.0%	0.0%	1.3	4.9%	1.4%
> CN1CCN(C(=O)C2=C[C@@H](c3coc4ccccc4c3=O)C[C@@H](OCc3ccc(CO)cc3)O2)CC1
 : 12.7%	-2.2%	14.9%	6.6%	5.5%	.	0.3%	3.9%	3.6	3.3%	-4.7%
> N#CC(C(=O)Nc1cccc(Cl)c1)=C1Nc2ccccc2N1
 : 14.9%	-2.6%	-10.2%	0.3%	12.0%	-4.5%	-0.3%	-6.1%	2.0	1.0%	4.4%
> CCOC(=O)Cc1csc(SCC(=O)NC(C)C23CC4CC(CC(C4)C2)C3)n1 (centres undefined)
 : -9.2%	-8.4%	-16.3%	-5.8%	-6.8%	-3.7%	-0.4%	-7.9%	?	2.3%	2.0%
> CN(c1ncc(C(F)(F)F)cc1Cl)n1cc(C(=O)O)c2ccccc2c1=O
 : -11.4%	0.6%	23.1%	3.0%	0.8%	-5.2%	0.0%	-2.2%	-1.4	3.5%	-0.3%
> O=C(N[C@@H](Cc1ccccc1)C(=O)O)c1ccncc1
 : 12.4%	-2.4%	-14.9%	0.3%	2.2%	-1.3%	0.4%	-12.2%	0.7	-0.8%	5.4%

One compound at a time, from the list above. Order of screens: Eya2 phos inh, p53 reactivation, Integrin act MD, USP2a inh, uPA generation, TSG101-PTAP inh, B2AR arrestin, BRCA1 expr up, TRPV1 agonist, ASM inhibitor, ELG1 genotox
`Cc1ccc(S(=O)(=O)Nc2ccccc2N2CCOCC2)cc1` across the screens: 5.7%, -11.4%, 0.0%, 1.1%, -4.9%, -1.4%, -0.3%, -39.7%, 6.4, -1.7%, -8.6%
`CC(C)CC(CCc1ccccc1)OS(N)(=O)=O` (centres undefined) across the screens: -1.8%, 12.6%, -10.9%, -0.7%, -2.1%, -10.6%, -1.0%, 9.4%, 5.3, -0.8%, -0.9%

Next compounds:
Order of results: Eya2 phos inh	p53 reactivation	Integrin act MD	USP2a inh	uPA generation	TSG101-PTAP inh	B2AR arrestin	BRCA1 expr up	TRPV1 agonist	ASM inhibitor	ELG1 genotox
> Cc1cc(N2CCN(c3nc4ccccc4s3)CC2)n2ncnc2n1
 : -4.1%	-2.1%	-36.9%[7.66 µM]	0.7%	.	-5.4%	0.3%	-59.9%	5.2	-4.8%	-16.5%
> CC(C)(C)c1cc(NCCCn2ccnc2)n2ncc(-c3ccccc3)c2n1
 : -13.4%	11.1%	-62.9%[inhibitor]	-3.2%	1.9%	-2.3%	-0.7%	?	.	-11.6%	?
> Cc1ccccc1OCC(=O)OCC(=O)NCc1ccccc1Cl
 : 4.5%	-2.6%	-10.1%	4.9%	-5.1%	-3.1%	-0.1%	5.1%	.	0.4%	-0.1%
> CCOc1ccc(CNS(=O)(=O)c2ccc3c(c2)CC(=O)N3C)cc1
 : 5.7%	-1.6%	-6.9%	-0.5%	-0.6%	-0.6%	-0.6%	4.9%	1.5	-2.0%	1.5%
> Nc1c(N(Cc2ccco2)C(=O)c2ccccc2F)c(=O)[nH]c(=O)n1Cc1ccccc1
 : -10.7%	0.9%	5.0%	-0.7%	1.3%	-1.8%	-0.2%	-12.1%	1.5	3.0%	2.4%
> O=[N+]([O-])c1ccc(CS(=O)(=O)c2ccc(Cl)cc2)cc1
 : 11.7%	-5.9%	-7.4%	-0.6%	-5.4%	-10.7%	-0.4%	8.9%	5.6	-0.5%	-5.5%
> CSc1ccc(S(=O)(=O)NCc2ccccc2Cl)cc1
 : -5.2%	-3.1%	10.9%	-0.8%	.	-5.9%	0.0%	16.3%	0.5	2.2%	1.6%
> CN(C)c1ccnc2sc3c(=O)n(Cc4ccccc4)cnc3c12
 : 3.6%	-3.0%	-3.0%[7.66 µM]	0.3%	.	-2.0%	-2.0%	-44.5%	2.3	-2.5%	-5.8%
> CCC1SC(CC)C(=O)N(CC(=O)NC2CCCCC2)C1=O (centres undefined)
 : 0.8%	2.5%	-3.5%	3.2%	2.8%	0.3%	0.1%	-5.1%	0.3	-0.4%	2.0%
> Cc1ccnc(NC(=O)/C=C/c2ccccc2Cl)c1
 : -0.8%	?	-5.5%	0.0%	-11.1%	-4.5%	-0.7%	?	?	1.5%	?
> COCCNC(=O)c1cccc2c1-c1ccccc1C2=O
 : 4.5%	-3.8%	-16.5%	5.3%	6.4%	-1.9%	0.5%	-19.8%	-1.6	-3.0%	-3.0%
> Cc1ccn(-c2ccc([N+](=O)[O-])cc2)n1
 : 1.7%	11.0%	16.5%	0.1%	3.7%	-6.5%	0.1%	25.1%	-6.0	3.6%	?
> CCOC(=O)Cc1nnc(NC(=O)CSc2nnc3c(n2)[nH]c2ccccc23)s1
 : 2.0%	-2.0%	-3.6%	4.8%	-5.6%	-3.4%	0.0%	-12.5%	5.4	-1.2%	-25.3%
> COc1ccc(CCNCC2C(Oc3ccc(Cl)cc3)C(=O)N2c2ccccc2C)cc1OC (centres undefined)
 : 3.2%	-2.3%	-25.7%	-8.9%	-6.6%	-0.3%	-0.2%	-29.0%	3.5	-1.2%	-7.7%
> O=S1(=O)CCOC[C@H](CC2CCCCC2)N1Cc1cccc(C(F)(F)F)c1
 : -25.4%	.	20.6%	2.8%	8.8%	-4.4%	0.3%	-19.5%	8.6	-18.2%	-0.4%
> Cn1c(SCC(=O)Nc2ccc(Cl)cn2)nnc1C1CC1
 : -0.6%	?	23.6%	1.2%	5.8%	-5.5%	0.2%	26.2%	0.7	-2.1%	0.9%
